# Screening data from PubChem BioAssay.
# aSyn yeast rescue – alpha-synuclein toxicity suppression in yeast. S. cerevisiae alpha-synuclein toxicity rescue, BacTiter-Glo growth, 24 h. Potency, µM (highest dose often 46.1 µM), for inactives: at the top dose growth rescue (activation), usual class: activators. actives 0.02% (n = 94,000); active = well fitted activation curve with a large enough effect; inconclusive = small, poorly fitted or top-dose-only effect; note: 0% is about no effect
#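 Growth restoration measured by BacTiter-Glo luminescence after 24 hr at 30 deg C; alpha-synuclein yeast, raffinose-pregrown to mid-log, were added at OD600=0.02 in galactose medium onto pinned compounds.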
# An asterisk follows results filed as active; ? = inconclusive; [ ] = dose if it differs, or a comment. Potency is the fitted concentration of half-maximal effect. Not all compounds are listed; rates above refer to the full screens.
SMILES,aSyn yeast rescue
COc1ccc(NS(=O)(=O)c2cc(NC(=O)[C@@H](NC(N)=O)C(C)C)ccc2C)cc1,-9%
O=C(CCc1cn(Cc2ccccc2Cl)c2ccccc12)NC1CCCCC1,-11%
COc1ccc(NC(=O)c2cc(S(=O)(=O)N3CCc4ccccc43)cn2C)cc1,3%
COc1ccc(-c2ccc(CCC(=O)O)o2)cc1,-5%
Cc1ccc2[nH]c(=O)c(CN(CCCN(C)C)C(=S)NCCc3ccccc3)cc2c1,-7%
O=c1c2ccccc2nc(COc2ccccc2)n1/N=C/c1ccc(O)c(O)c1,7%
O=C(NCCc1ccccc1)C1CCN(C(=O)Nc2ccccc2)CC1,8%
CCCS(=O)(=O)N1CCC(n2c(C(F)(F)F)nc3cccnc32)CC1,4%
Cc1cc(C)c(NC(=O)Cn2c(=O)n(Cc3ccccc3)c(=O)c3c(C)c(C(=O)N(C)C)sc32)c(C)c1,11%
CCCCCCOC(=O)Cc1c(C)nc(N)[nH]c1=O,0%
CCOc1ccc(OC(=O)c2sc3ncn(Cc4cccc(F)c4)c(=O)c3c2C)cc1,5%
COc1ccc(-c2noc(-c3ccc(N4CCCC4)c([N+](=O)[O-])c3)n2)cc1OC,5%
Cc1ccc(C(=O)Nc2ccccc2C(=O)O)cc1S(=O)(=O)N1CCCCCC1,-20%
COc1cc(C(=O)NCC(c2ccco2)S(=O)(=O)c2ccccc2)cc(OC)c1OC (stereo not given),-10%
CN(C)C(=O)CSc1ncnc2scc(-c3ccccc3)c12,13%
CCc1ccc(CNC(=O)c2cnc3sc(N(CC)CC)nn3c2=O)cc1,-7%
CN(C)C(=S)Nc1ccc(Br)cc1Cl,2%
O=C(CN(C(=O)CCC(=O)Nc1ccccn1)c1ccc(F)cc1)NCc1ccco1,5%
CCCCn1nc(NC(=O)c2cccc(Cl)c2)c2cc3cccc(C)c3nc21,-5%
CCOC(=O)CCCN1C(=O)CCn2nc(-c3cn(C)c4ccccc34)cc21,?
O=[N+]([O-])c1ccc(Cl)c(S(=O)(=O)NC2=NCCC2)c1,-2%
CCc1cc2c(=O)n(Cc3ccco3)c(SCC(=O)N(C)C3CCS(=O)(=O)C3)nc2s1 (stereo not given),15%
CCOc1ccc2c(c1)OC(c1ccccc1)(C(F)(F)F)NC2=O (stereo not given),6%
COc1ccc(N2Cc3cccc(C(=O)Nc4ccc(C(C)C)cc4)c3C2=O)cc1,-1%
Cc1cccc(OCC(=O)N(Cc2ccco2)C2CCS(=O)(=O)C2)c1C (stereo not given),4%

# Among those listed so far, two contain a nitro group on carbon.
SMILES,aSyn yeast rescue
COc1ccc(-c2noc(-c3ccc(N4CCCC4)c([N+](=O)[O-])c3)n2)cc1OC,5%
O=[N+]([O-])c1ccc(Cl)c(S(=O)(=O)NC2=NCCC2)c1,-2%

# The listing picks up, starting four compounds before the break.
SMILES,aSyn yeast rescue
CCc1cc2c(=O)n(Cc3ccco3)c(SCC(=O)N(C)C3CCS(=O)(=O)C3)nc2s1 (stereo not given),15%
CCOc1ccc2c(c1)OC(c1ccccc1)(C(F)(F)F)NC2=O (stereo not given),6%
COc1ccc(N2Cc3cccc(C(=O)Nc4ccc(C(C)C)cc4)c3C2=O)cc1,-1%
Cc1cccc(OCC(=O)N(Cc2ccco2)C2CCS(=O)(=O)C2)c1C (stereo not given),4%
Cc1ccc(C2c3[nH]c4ccccc4c3CCN2C(=O)c2ccc(N(C)C)cc2)cc1 (stereo not given),15%
Cn1c(=O)c2c(nc(SCC(=O)N3CCOCC3)n2C)n(C)c1=O,-7%
Cc1cn2c(=O)cc(COC(=O)c3ccc(NC(=O)COc4ccccc4F)cc3)nc2s1,2%
Cc1cccc(C(C)C)c1NC(=O)C(C)OC(=O)Cc1n[nH]c(=O)c2ccccc12 (stereo not given),4%
COc1ccc(CCC(=O)NC2CC(=O)N(c3ccccc3)C2)cc1 (stereo not given),3%
CC(C)(C)OC(=O)N1CCC(c2c(C(=O)NCc3cccs3)cnn2-c2cccc(F)c2)CC1,13%
CCOc1ccc(NC(=O)CN(C)C2=NS(=O)(=O)c3ccccc32)cc1,-6%
O=C(N/N=C/c1ccc(O)cc1)/C(=C/c1ccccc1)CCO,3%
CCc1ccc(NC(=O)c2sc3nc(C)nc(N4CCN(c5ccccn5)CC4)c3c2C)cc1,-2%
COC(=O)c1c(NC(=O)CN2C(=O)c3ccccc3C2=O)sc(Cc2ccc3c(c2)OCO3)c1C,-1%
CCOc1ccc2oc(=O)cc(CN3CCN(C(=O)c4ccc(F)cc4)CC3)c2c1,3%
O=C(CN(C(=O)CCC(=O)Nc1ccccn1)c1cccc(F)c1)NCc1ccco1,4%
CCc1ccccc1NC(=O)Cn1cc(C(=O)c2ccc(Cl)cc2)c(=O)c2ccc(C)nc21,-5%
CCc1nc2nc(C)cc(Nc3cc(Cl)ccc3C)n2n1,-10%
COc1cccc(-n2nnc3c(sc4nc(C)cc(C)c43)c2=O)c1,-15%
O=C(CO/N=C/c1ccccc1OC(F)F)NC1CCCC1,-1%
CC(=O)c1cccc(NC(=O)c2nc(-c3ccccc3)n(-c3cccc(C)c3)n2)c1,7%
O=C(CN1CCN(c2ccccc2F)CC1)c1ccc2cc[nH]c2c1,9%
COc1ccc(CNC(=O)c2cccc(NC(=O)N3CCSc4ncccc43)c2)cc1,7%
CC1=NN(C(N)=S)C(=O)C1N=Nc1ccc(O)cc1 (stereo not given),-1%
COc1ccc(CCNC(=O)c2coc3ccccc3c2=O)cc1,3%
CCOC(=O)c1cc(NC(=O)/C=C\C(=O)O)ccc1Cl,-9%
O=C(Cc1ccsc1)Nc1cc(F)ccc1F,8%
COc1ccc(NC(=O)c2ccc3c(=O)n4nc(Nc5ccccc5C)sc4nc3c2)cc1,-11%
CC(C)CCC(=O)Nc1cc(S(=O)(=O)N2CCOCC2)ccc1N1CCCC1,0%

# Following part.
SMILES,aSyn yeast rescue
O=C(N/N=C/c1sc(N2CCOCC2)nc1-c1ccccc1)c1ccccc1F,-5%
CC(C)(C)Nc1nc(-c2ccccn2)nc2ccccc12,3%
CCOc1ccc(N2C(=O)c3ccccc3C2O)cc1 (stereo not given),3%
COc1cccc(C(=O)Nc2cc(-c3cn4cccnc4n3)ccc2C)c1OC,-12%
Cc1cccc(NC(=S)/N=C(\N)Nc2nc(C)c3ccccc3n2)c1,-5%
O=C(NCCCN1CCOCC1)c1ccc2c(c1)N(Cc1c(F)cccc1Cl)C(=O)CS2,-7%
O=C(NNC(=O)c1cc(S(=O)(=O)N2CCOCC2)ccc1Cl)c1ccc(F)cc1,11%
O=C(NNC1CC(=O)N(c2ccccc2)C1=O)c1ccccc1Cl (stereo not given),1%
Cc1ccc2c(=O)cc(C(=O)Nc3sc4c(c3C(=O)NCC3CCCO3)CCC4)oc2c1 (stereo not given),-12%
Cc1ccc(Cl)cc1NC(=O)C(C)n1nnc2sc(-c3ccccc3)cc2c1=O (stereo not given),-12%
Cc1cc(Nc2cccc(Cl)c2)nc2ccc(NC(=O)COc3ccc(Cl)cc3)cc12,-3%
COc1ccc(NC(=O)C2CC2(Cl)Cl)cc1S(=O)(=O)N1CCCCC1 (stereo not given),7%
COc1ccc(-n2c(C)nc3sc4c(c3c2=O)CCC4)cc1,13%
CCOC(=O)c1c(C)n(C)c2cc(Br)c(OC)cc12,4%
NC(=O)CN1CCN(S(=O)(=O)c2ccc(Cl)cc2)CC1,1%
COc1ccc(C(=O)N[C@H](C(=O)NCc2ccc(C)cc2)C(C)C)cc1,-3%
COc1ccc(NC(=O)Cn2c(=O)n(Cc3ccccc3)c(=O)c3sc4ccccc4c32)cc1,3%
COc1cccc(NC(=O)CN(C)C(=O)c2cc(-c3ccco3)nc3ccccc23)c1,4%
COCCNC(=O)C[C@H]1C[C@H]2c3cc(NS(=O)(=O)c4ccc(F)cc4)ccc3O[C@H]2[C@H](CO)O1,7%
O=C1CN(C(=S)Nc2ccc(OC(F)F)cc2)CCN1,1%
CC(CC(=O)NCc1ccc(F)cc1)c1ccccc1 (stereo not given),5%
COCCCNC(=O)c1ccc(Cn2c(=O)c3ccccc3n(CC(N)=O)c2=O)cc1,-1%
COc1ccc(S(=O)(=O)n2nc(C)c(S(=O)(=O)N3CCCCCC3)c2C)cc1OC,2%
COC(=O)[C@H]1C[C@H](OC(=O)NC2CC2)[C@@]2(O)CN(S(=O)(=O)c3ccc(C)cc3)CC2[C@H]1C(=O)OC (stereo not given in full),-4%
COc1ccc(OC)c(CCNC(=O)Cn2ccc3cc(S(=O)(=O)N4CCCCC4)ccc32)c1,-14%

# Structures from the list above containing a CF3 group, in the order listed:
SMILES,aSyn yeast rescue
CCCS(=O)(=O)N1CCC(n2c(C(F)(F)F)nc3cccnc32)CC1,4%
CCOc1ccc2c(c1)OC(c1ccccc1)(C(F)(F)F)NC2=O (stereo not given),6%

# New compounds follow:
SMILES,aSyn yeast rescue
CC(OC(=O)CNC(=O)C12CC3CC(CC(C3)C1)C2)C(=O)Nc1ccc(S(N)(=O)=O)cc1 (stereo not given),5%
COc1ccc2cc(-c3nc(Cl)c4c5c(sc4n3)CCCC5)c(=O)oc2c1,2%
COc1ccc(N2c3ccccc3CN(Cc3ccccc3)CC2Cc2cc(OC)c(OC)c(OC)c2)cc1 (stereo not given),1%
CCOc1ccccc1CNC(=O)c1ccc(-c2nc(CSc3ccc(C)cc3)c(C)o2)cc1,6%
C=CCN1C(=O)c2ccccc2NC1c1ccc(Br)s1 (stereo not given),12%
COc1ccccc1NC(=O)CN(Cc1ccco1)C(=O)c1cncc(Br)c1,-5%
Cc1cc(C)cc(OCC(=O)Nc2ccc(S(=O)(=O)Nc3onc(C)c3C)cc2)c1,-4%
CCCCCCCCn1c2c(c(=N)c3ccccc31)CCC2,-33%[inhibitor]
O=C(Nc1ccc(OC(F)(F)F)cc1)C1CCN(S(=O)(=O)c2cccs2)CC1,-9%
C[C@H](N=C1NS(=O)(=O)c2ccccc21)C(=O)OCc1cc([N+](=O)[O-])cc2c1OCOC2,-3%
COc1ccc(CCNC(=O)Cn2cc(S(=O)(=O)Cc3cccc(Cl)c3)c3ccccc32)cc1OC,-4%
COc1ccc(S(=O)(=O)c2c(Nc3c(C)cccc3C)sc(C(=O)c3ccc(F)cc3)c2N)cc1,4%
CCN(C(=O)c1cc2c(s1)-c1ccccc1OC2)c1cccc(C(F)(F)F)c1,6%
Cc1cccc2sc(NC(=O)C3CCN(C(=O)c4ccco4)CC3)nc12,1%
COc1ccc(S(=O)(=O)N(C)C)cc1NS(=O)(=O)c1ccc(F)c(F)c1F,-17%
Cc1cc(C)cc(NC(=O)C2CCN(S(=O)(=O)c3cccc4nonc34)CC2)c1,11%
CCCN1CCN(c2ncnc3sc(C(=O)Nc4ccc(OC(F)(F)F)cc4)c(C)c23)CC1,0%
CCCCCC(=O)NNC1CC(=O)N(c2cccc(OCC)c2)C1=O (stereo not given),19%
COc1ccc(N(Cc2cccs2)C(=O)c2ccc(C(C)(C)C)cc2)cc1,-35%[inhibitor]
O=C(Cn1c(=O)n(Cc2ccc(C(=O)NCc3ccc4c(c3)OCO4)cc2)c(=O)c2ccccc21)Nc1cccc(Cl)c1,-1%
O=C(O)COc1ccccc1/C=N/NC(=O)CSc1nnc(SCc2cccc3ccccc23)s1,-10%
CCCCCC(=O)N1C[C@H](O)[C@@H](n2cc(C3CC3)nn2)C[C@@H]1c1ccc(Cl)cc1,3%
CCC(C)N(C(=O)COC(=O)COc1c(C)cc(C)cc1C)C1CCS(=O)(=O)C1 (stereo not given),-7%
CC(C)=N/N=C(\N)SCc1ccccc1,-1%
COc1ccc(S(=O)(=O)Nc2ccc3c(c2)C(=O)N([C@@H](C)CO)C[C@@H](C)[C@H](CN(C)S(=O)(=O)c2ccc(F)cc2)OCCCC[C@H](C)O3)cc1,6%

# Next structures:
SMILES,aSyn yeast rescue
Cc1cc(C)cc(Nc2cc(C(=O)NCCCN(Cc3ccccc3)C(C)C)c3ccccc3n2)c1,-6%
COc1ccc(OC)c(NC(=O)c2c(C)oc3ncnc(N4CCOCC4)c23)c1,0%
CCOc1ccc(Oc2cc(NC(=O)c3ccco3)cc([N+](=O)[O-])c2)cc1,-34%[inhibitor]
CCCc1cc(=O)oc2cc(OCC(=O)NC(Cc3c[nH]c4ccc(O)cc34)C(=O)O)c(Cl)cc12 (stereo not given),8%
O=C(Nc1ncccc1O)c1c(O)c2ccccc2[nH]c1=O,11%
C(=N\Nc1nc2ccccc2[nH]1)/c1c[nH]c2ccccc12,-7%
CCCn1c(=N)n(CC(O)c2ccc(C)cc2)c2ccccc21 (stereo not given),6%
CCOC(=O)c1c(CCl)nc2ccccc2c1-c1ccccc1,-10%
COc1ccccc1C(=O)Nc1cccc(C(=O)OCc2cc(=O)n3ccsc3n2)c1,-5%
O=C(CSc1nn(-c2ccc(F)cc2)c(=S)s1)NC1CCS(=O)(=O)C1 (stereo not given),-15%
CC(C)C(NC(=O)c1ccccc1F)C(=O)NCc1ccc(S(=O)(=O)N2CCOCC2)cc1 (stereo not given),8%
Cn1cc(S(=O)(=O)N2CCN(c3cccc(C(F)(F)F)c3)CC2)c(=O)n(C)c1=O,4%
COc1ccc(C)cc1NC(=O)Cn1c(=O)oc2cc(S(=O)(=O)NCc3ccccc3)ccc21,4%
Cc1noc(C)c1COc1ccccc1C(=O)NCCc1ccc(F)cc1,-49%[inhibitor]

# 3 compounds picked at random from the list so far:
SMILES,aSyn yeast rescue
Cc1cc(C)cc(Nc2cc(C(=O)NCCCN(Cc3ccccc3)C(C)C)c3ccccc3n2)c1,-6%
O=C(Nc1ncccc1O)c1c(O)c2ccccc2[nH]c1=O,11%
COc1ccccc1C(=O)Nc1cccc(C(=O)OCc2cc(=O)n3ccsc3n2)c1,-5%
